RXFP1 antag: qHTS Assay for Antagonists of the Relaxin Receptor RXFP1 | HEK293-RXFP1, relaxin-stimulated cAMP HTRF, 30 min; stronger effect = lower value | Relaxin receptor 1 (Homo sapiens), Q9HBX9 | 350,000 compounds, 0.59% hits | activity change, negative = inhibition, % at 57.5 µM | AID 1259400, 2018;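 active = activity change of -60% or lower, but not beyond a set lower limit; inconclusive = change between -60% and -40%, or beyond the set limit; inactive = change above -40%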; also: % is scaled to controls: 0 for no effect and ±100 for the full control effect
Target sequence (Q9HBX9 whole entry, looked up): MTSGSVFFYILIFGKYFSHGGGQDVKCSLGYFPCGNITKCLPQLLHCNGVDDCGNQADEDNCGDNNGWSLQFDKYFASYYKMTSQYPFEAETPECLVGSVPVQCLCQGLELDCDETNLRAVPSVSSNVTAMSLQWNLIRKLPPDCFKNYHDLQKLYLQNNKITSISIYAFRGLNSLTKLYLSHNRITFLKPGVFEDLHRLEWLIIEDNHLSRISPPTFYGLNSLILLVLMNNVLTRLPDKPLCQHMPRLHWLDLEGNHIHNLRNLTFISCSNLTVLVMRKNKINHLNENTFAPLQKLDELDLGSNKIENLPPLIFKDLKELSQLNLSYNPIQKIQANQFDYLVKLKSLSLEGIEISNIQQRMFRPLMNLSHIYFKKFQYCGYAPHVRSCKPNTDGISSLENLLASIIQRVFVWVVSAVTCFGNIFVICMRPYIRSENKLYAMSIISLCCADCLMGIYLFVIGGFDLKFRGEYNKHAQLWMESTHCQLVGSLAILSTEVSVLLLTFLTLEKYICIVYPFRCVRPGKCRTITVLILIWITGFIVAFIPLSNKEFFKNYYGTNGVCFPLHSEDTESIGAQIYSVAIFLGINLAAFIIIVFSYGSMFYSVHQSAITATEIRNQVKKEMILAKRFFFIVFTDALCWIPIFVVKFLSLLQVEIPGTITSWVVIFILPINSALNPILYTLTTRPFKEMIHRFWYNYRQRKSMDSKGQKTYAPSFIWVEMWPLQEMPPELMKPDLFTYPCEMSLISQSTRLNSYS
D1 agonist: Allosteric Agonists of the Human D1 Dopamine Receptor: qHTS | 360,000 compounds, 1% hits | HEK293 T-REx D1 cells, calcium flux, agonist mode | AID 504660, 2011 | D(1A) dopamine receptor (Homo sapiens), P21728 | activation, % at 2 µM; also: 0% is about no effect
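Inducible HEK293 T-REx D1 cells, force-coupled to calcium signalling, were plated at 4000 cells/well with tetracycline and held overnight at 30 C. After no-wash calcium dye loading, compound-evoked calcium rise over 180 s flagged agonists.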
D2 potentiator: HTS Assay for Positive Allosteric Modulators of the Human D2 Dopamine Receptor: Primary Screen for Potentiators | HEK293 T-REx D2, calcium flux, EC20 dopamine potentiation | potentiation, % at 10 µM | AID 485347, 2010 | 340,000 compounds, 0.34% hits;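 active = potentiation over 3 SD above the plate norm, cut at about 30% in these data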; also: 0% is about no effect
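Tetracycline-induced Hek293 Trex D2 cells, force-coupled to calcium, loaded with no-wash calcium dye. Compound added with 180 s kinetic read for agonism, then EC20 dopamine and a further 180 s read for potentiation.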
TRHR ag: qHTS for Small Molecule Agonists and Allosteric Enhancers of Human TRH Receptor: Primary Screen for Agonists. TRHR cells, calcium flux fluo-8, FDSS agonist mode. activation, % at 2 µM. 360,000 compounds, 0.18% hits. AID 493084, 2011; also: 0% is about no effect
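Agonist-mode FDSS calcium read (Ex 480/Em 530, 1 s cycles) in 1536-well TRHR cells with fluo-8 dye, after 10-cycle baseline and 23 nL compound addition; TRH at EC20 (10 nM final) added afterwards for the enhancer phase.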
TRHR PAM: qHTS for Small Molecule Agonists and Allosteric Enhancers of Human TRH Receptor: Primary Screen for Enhancers. TRHR cells, fluo-8 calcium fluorescence, EC20 TRH enhancement. enhancement, % at 2 µM. 360,000 compounds, 0.66% hits. AID 493056, 2011; in the data active = enhancement above about 30%; also: 0% is about no effect
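Enhancer read-out: after compound pinning and an initial kinetic agonist-mode read, an EC20 of TRH (10 nM final) was injected and fluo-8 calcium signal (Ex 480/Em 530) followed at 1 s/cycle for 100 cycles in TRHR-expressing cells.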
D2 antag: HTS Assay for Allosteric Antagonists of the Human D2 Dopamine Receptor: Primary Screen for Antagonists. D(2) dopamine receptor (Homo sapiens), P14416. HEK293 TREx D2 cells, calcium flux, dopamine EC80. inhibition, % at 10 µM. 340,000 compounds, 2% hits; in the data active = inhibition above about 30%; also: 0% is about no effect
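Tetracycline-induced HEK293 T-REx cells expressing D2 force-coupled to calcium signalling were dye-loaded, exposed to compound for 180 s, then challenged with an EC80 of dopamine; calcium flux was followed kinetically for a further 180 s.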
D1 potentiator: Potentiators of Human D1 Dopamine Receptor: qHTS; HEK293 TREx D1 cells, calcium flux, dopamine EC20 potentiation; potentiation, % at 10 µM; 360,000 compounds, 0.036% hits; AID 504651, 2011; in the data active = potentiation above about 30%; also: 0% is about no effect
D1 antag: Antagonist of Human D 1 Dopamine Receptor: qHTS. D(1A) dopamine receptor (Homo sapiens), P21728. HEK293 TREx D1 cells, calcium flux, dopamine EC80; stronger effect = lower value. activity change, negative = inhibition, % at 10 µM. 360,000 compounds, 3.2% hits; in the data active = activity change below about -30%; also: % is scaled to controls: 0 for no effect and ±100 for the full control effect
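Kinetic fluorescence of a calcium dye serves as the read-out. D1-expressing Hek293 Trex cells, induced overnight at 30 C, are exposed to compound for 180 s before an EC80 dopamine addition, then read 180 s further.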
D2 agonist: HTS Assay for Allosteric Agonists of the Human D2 Dopamine Receptor: Primary Screen for Agonists. D(2) dopamine receptor (Homo sapiens), P14416. HEK293 T-REx D2 cells, calcium flux agonist mode. activation, % at 2 µM. 340,000 compounds, 0.53% hits;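 active = activation over 3 SD above normal in the single-dose calcium agonist read, cut at about 30% in these data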; also: 0% is about no effect
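Calcium-flux readout, 1 cycle/sec over 180 s following compound pin transfer, in inducible HEK293 Trex D2 cells (force-coupled); dopamine controls included. Positive calcium responses during this window marked compounds as potential agonists.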
An asterisk follows results filed as active; ? = inconclusive; · = not tested or not shown. Rule as the data show it, unless noted: active = activation above about 30%; inactive = the rest.

SMILES | RXFP1 antag | D1 agonist | D2 potentiator | TRHR ag | TRHR PAM | D2 antag | D1 potentiator | D1 antag | D2 agonist
O=S(=O)(c1ccc(OCC(O)CN2CCCCC2)cc1)N1CCOCC1 (configuration not stated) | -4 | 1 | -7 | 0.5 | 2 | -35 | 3 | -8 | -0.7
CCc1nc2ccccc2c(NC(=O)CN2CCC(C)CC2)c1C | 0 | 0 | 0 | -0.4 | 8 | 10 | -3 | 8 | 0.4
CCn1c(=O)c([N+](=O)[O-])c(N2CCSCC2)c2ccccc21 | -22 | 3 | -5 | -0.8 | -5 | 7 | 7 | 14 | -1.0
Cc1ccc(-c2ccc(C(=O)Nc3cccc(F)c3)o2)c2ccccc12 | · | 3 | -1 | 1.0 | 0 | -3 | -4 | -11 | 2.7
C/C(CC(=O)Nc1cccc(C(F)(F)F)c1)=N\NC(=O)c1ccncc1 | 3 | 3 | -5 | 0.2 | 12 | 5 | 15 | -3 | 0.5
CCOC(=O)CCN(Cc1cccs1)S(=O)(=O)c1ccc(Cl)cc1 | -2 | 5 | 0 | 0.2 | -4 | 13 | -5 | -3 | -1.1
O=C(CCC(=O)N(CC(=O)NC1CCCC1)c1ccccc1F)Nc1nccs1 | 9 | 2 | 2 | -0.1 | -1 | -10 | -2 | -9 | 0.3
CSc1cccc(NC(=O)COc2cccc3ccccc23)c1 | -18 | 2 | -7 | 0.3 | -4 | 10 | 9 | 26 | 0.3
Cc1ccc(C(=O)N2CCCC(CCC(=O)NCc3ccc(F)c(F)c3)C2)cn1 (configuration not stated) | -1 | 1 | 14 | 1.1 | -4 | -11 | 1 | 2 | 0.3
Cc1cccc(NC(=O)c2ccc(CN3CCc4ccccc4C3)cc2)c1C | -5 | 4 | -29 | -0.7 | 0 | 9 | -5 | · | -0.2
CCC(CC)c1nnc(NC(=O)C2CC(=O)N(C3CCCC3)C2)s1 (configuration not stated) | -13 | 7 | -4 | 1.0 | 3 | -16 | -13 | 4 | 0.3
C=CCSc1nnc(C)c(/C=C/Nc2ccc(Cl)cc2)n1 | -24 | 74* | 1 | 24 | -3 | -1 | -2 | -5 | 15
Cc1ccc(/C=C2\SC(=S)N(CCC(=O)NCCCN3CCOCC3)C2=O)cc1 | 6 | 12 | -1 | -1.1 | -2 | 5 | · | -6 | 0.0
Cc1ccc2c(CC(=O)NCC(=O)Nc3c(C)cccc3C)coc2c1 | 5 | 1 | -10 | 0.0 | 6 | 17 | 1 | -3 | 0.0
Cc1c(NC(=O)c2ccc3c4c(cccc24)CC3)c(=O)n(-c2ccccc2)n1C | 17 | 0 | 9 | -0.5 | 27 | -6 | -3 | 7 | -0.8
CCOc1ccc(S(=O)(=O)NCCC(=O)NCC(c2cccs2)N(C)C)cc1 (configuration not stated) | 5 | 0 | 16 | -0.1 | 3 | -15 | -5 | 6 | 0.2
C[N+](C)(CCCCCC[N+](C)(C)CCCN1C(=O)c2cccc3cccc(c23)C1=O)CCCN1C(=O)c2cccc3cccc(c23)C1=O | · | -1 | -9 | 1.0 | 3 | -14 | -4 | 8 | 1.1
O=C(CS(=O)(=O)c1ccccc1)Nc1ccc(N2CCOCC2)cc1 | -1 | 2 | 7 | -2.5 | 2 | 1 | 6 | -6 | 0.5
COc1cc(NC(=O)c2ccco2)c(OC)cc1NC(=O)CCC(=O)Nc1cc(C)cc(C)c1 | -4 | 2 | 3 | -1.4 | 13 | -6 | -7 | -14 | -0.5
S=C(NCCc1cccc(Cl)c1)NC1CCCCC1 | -5 | 7 | -6 | 0.8 | -10 | -9 | -2 | -38* | -0.3
Cc1c(C(=O)O)nnn1-c1nonc1N | -8 | 1 | 10 | 0.4 | 16 | 0 | 2 | -2 | -0.1
CC(C)NC(=O)C(OC(=O)c1ccccc1)C(OC(=O)c1ccccc1)C(=O)O (configuration not stated) | -6 | 1 | -5 | 0.8 | -6 | 9 | -9 | -4 | 0.1
CN(C)C1(CNC(=O)C2CCC(=O)N(Cc3ccc(Cl)cc3)C2)CCCCC1 (configuration not stated) | 11 | 3 | 2 | 0.3 | -3 | 13 | 8 | 19 | -0.5
COCCCNC(=O)c1cn(-c2cccc(OC)c2)c(=O)c2ccccc12 | 1 | 2 | 12 | -0.7 | 0 | · | -1 | 5 | ·
Cc1nn(C2CCS(=O)(=O)C2)c(C)c1CN(C)C(=O)c1ccccc1 (configuration not stated) | 1 | 1 | -12 | 1.1 | -8 | -46 | -10 | -3 | 1.7
CC1(C)CC(=O)C=C(NC2=CC3OC(c4ccccc4)OCC3OC2=O)C1 (configuration not stated) | ? | 5 | 2 | 0.6 | 0 | 4 | -1 | 6 | 2.1
O=C1N(Cc2cccnc2)C[C@@H]2C[C@@H](c3cccc(OCc4ccccc4)c3)N3CCC[C@@]123 | -3 | 3 | 8 | -0.4 | -3 | -5 | -3 | -3 | -0.9
CCCCC#Cc1cncc(C(=O)N/N=C/c2ccccc2)c1 | -2 | 1 | -4 | -1.0 | 5 | -6 | -2 | 0 | -3.4
CNc1nc(N/N=C/c2ccc([N+](=O)[O-])cc2)nc(Nc2ccccc2)n1 | 20 | 0 | 7 | -0.5 | -2 | 28 | -6 | -13 | -1.4
COc1ccc(C(=O)N(CN2CCCC2=O)c2ccc(C)cc2)cc1 | -1 | 3 | 3 | -1.0 | -8 | -6 | -2 | 27 | 0.2
COC(=O)c1cn(C)c2ccc(S(=O)(=O)N3CC(C)CC(C)C3)cc2c1=O (configuration not stated) | -15 | 4 | -17 | 2.3 | -5 | 13 | 0 | -23 | 6.1
CC(=O)c1ccc(NC(=O)C(C)Sc2nnc(C3CCCCC3)o2)cc1 (configuration not stated) | · | 11 | 14 | 1.3 | 0 | -14 | -7 | -9 | 0.3
CCOc1ccc(S(=O)(=O)NCCc2cn3ccccc3n2)cc1 | 5 | 0 | -3 | -1.7 | -1 | -2 | -6 | 5 | -0.6
CCOCC(=O)Nc1cc(Cl)c(OC)cc1OC | · | 1 | 10 | 0.7 | 6 | -18 | 1 | 5 | 0.2
CC(C)CC(=O)c1c[nH]c(C(=O)NCCCN2CCOCC2)c1 | -5 | 1 | 10 | -0.2 | 2 | -20 | 2 | 1 | 0.8
CSc1ccccc1OCc1cc(C(=O)N2CCSCC2)no1 | 4 | 2 | -3 | -1.8 | -5 | 13 | 0 | -21 | 0.4
CC(C)(C)NC(=O)CN(C(=O)CS(=O)CC(=O)Nc1ccc(F)cc1)c1ccc(F)c(Cl)c1 (configuration not stated) | -2 | 0 | 8 | -0.2 | 1 | -8 | 1 | 5 | 0.4
CCOC(=O)c1ccccc1NC(=O)c1ccc2nccnc2c1 | -3 | 0 | 2 | -0.8 | 1 | 1 | 1 | 4 | -0.4
COc1cc2[nH]c(=O)n(CCCCCC(=O)N3CCN(c4cccc(C(F)(F)F)c4)CC3)c(=O)c2cc1OC | -2 | 0 | · | 0.1 | 5 | · | 1 | -16 | -0.7
COc1cccc(CN(Cc2ccco2)c2cnc(S(C)(=O)=O)nc2C(=O)Nc2cccc(Cl)c2C)c1 | 0 | 3 | -6 | 0.8 | 3 | · | 0 | 16 | ·

Given in markdown: entries from further up.
| compound | RXFP1 antag | D1 agonist | D2 potentiator | TRHR ag | TRHR PAM | D2 antag | D1 potentiator | D1 antag | D2 agonist |
| --- | --- | --- | --- | --- | --- | --- | --- | --- | --- |
| CC(C)CC(=O)c1c[nH]c(C(=O)NCCCN2CCOCC2)c1 | -5 | 1 | 10 | -0.2 | 2 | -20 | 2 | 1 | 0.8 |
| CCCCC#Cc1cncc(C(=O)N/N=C/c2ccccc2)c1 | -2 | 1 | -4 | -1.0 | 5 | -6 | -2 | 0 | -3.4 |
| Cc1nn(C2CCS(=O)(=O)C2)c(C)c1CN(C)C(=O)c1ccccc1 (configuration not stated) | 1 | 1 | -12 | 1.1 | -8 | -46 | -10 | -3 | 1.7 |
| COCCCNC(=O)c1cn(-c2cccc(OC)c2)c(=O)c2ccccc12 | 1 | 2 | 12 | -0.7 | 0 | · | -1 | 5 | · |

Remaining list, next part.
SMILES | RXFP1 antag | D1 agonist | D2 potentiator | TRHR ag | TRHR PAM | D2 antag | D1 potentiator | D1 antag | D2 agonist
CCC1=Nc2cc(C(=O)NCCc3ccc(OC)c(OC)c3)ccc2Sc2ccccc21 | · | 4 | 8 | -0.2 | -5 | · | 2 | -12 | ·
CCn1c(SCC(=O)c2ccc(C)cc2)nnc1-c1ccncc1 | 5 | 0 | 26 | -0.3 | 3 | -8 | -1 | 13 | 0.2
Cc1nc(CN(C)C(=O)c2ccccc2OC2CCN(S(C)(=O)=O)CC2)cs1 | -3 | 2 | 7 | 0.0 | 2 | 5 | -6 | 11 | 0.2
O=C(C[n+]1ccccc1)Nc1ccc(Oc2ccccc2)cc1 | 4 | 1 | 15 | 0.1 | -3 | -2 | 0 | -12 | 1.0
CCn1nc(C(=O)OCC(=O)Nc2ncc(Cl)c(C)c2Cl)c2ccccc2c1=O | 0 | 1 | 2 | 0.0 | -7 | 11 | -4 | 13 | -2.1
CCCSC1=C(C#N)C(c2ccc(Cl)cc2Cl)CC(=O)N1 (configuration not stated) | 10 | 4 | 9 | 1.3 | -6 | 14 | -6 | -4 | -1.1
CCC(=O)NCC(c1ccc2c(c1)OCO2)N1CCN(c2ccccc2)CC1 (configuration not stated) | -19 | 7 | -5 | 1.6 | -2 | · | -5 | 11 | ·
O=C(COC(=O)c1cc(Br)ccc1O)NC1CCCCCC1 | -16 | 2 | · | -0.4 | -1 | · | -5 | 5 | ·
Cc1cccc(-c2nnn3c2nc(NCc2ccc4c(c2)OCO4)c2ccccc23)c1 | · | -1 | -4 | 0.7 | 1 | · | -3 | 6 | 0.5
COc1ccc(CSc2nnc(C)n2N)cc1Br | 10 | 4 | -12 | 0.1 | 10 | -3 | -6 | 17 | 0.2
Cc1cccc2cc(CN(CCN3CCOCC3)C(=O)Nc3ccccc3F)c(=O)[nH]c12 | 0 | 1 | 10 | 0.1 | 6 | -1 | 10 | -1 | 1.6
Cc1ccc(S(=O)(=O)CCC(=O)N2CCc3ccccc32)cc1 | · | 0 | 6 | -0.9 | -8 | 5 | -2 | · | -0.6

2 entries from above, in markdown.
| structure | RXFP1 antag | D1 agonist | D2 potentiator | TRHR ag | TRHR PAM | D2 antag | D1 potentiator | D1 antag | D2 agonist |
| --- | --- | --- | --- | --- | --- | --- | --- | --- | --- |
| CCC1=Nc2cc(C(=O)NCCc3ccc(OC)c(OC)c3)ccc2Sc2ccccc21 | · | 4 | 8 | -0.2 | -5 | · | 2 | -12 | · |
| O=C(COC(=O)c1cc(Br)ccc1O)NC1CCCCCC1 | -16 | 2 | · | -0.4 | -1 | · | -5 | 5 | · |

High-throughput results as filed in PubChem.
